Compound activity from PubChem BioAssay.
STEP block: STEP phosphatase inhibitors, primary screen, biochemical, fluorescence intensity, uHTS. hit rate 0.25% among 360,000. inhibition, % at 20 µM. recombinant STEP, OMFP fluorogenic substrate;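 active = inhibition at 20 µM, scaled per plate between control wells, above about 37%, limit read from the data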;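 also: 0% = DMSO with enzyme and substrate and 100% = substrate only without enzyme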
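medium = Bis-Tris buffer pH 6.0, 2.5 mM DTT, 0.005% Tween 20 | test system = STEP (striatal-enriched tyrosine phosphatase) enzyme, cell-free | measure = normalized % inhibition | compound dosing = 20 µM, 1% DMSO | also added = 25 µM OMFP | schedule = reaction 20 min, ambient temperature | measured by = fluorescence read at 480 nm ex / 540 nm em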
SUMO1 PPI mod: modulators of SUMO1 protein-protein interactions, primary screen, biochemical, uHTS. inhibition, % at 20 µM. hit rate 0.33% among 360,000. SUMO1 binding to a labelled peptide, TR-FRET, 1 h; in the data active = inhibition above about 37%
LMPTP block: LMPTP phosphatase inhibitors, primary screen, biochemical, fluorescence intensity, uHTS; hit rate 0.22% among 360,000; AID 651560, 2012; recombinant LMPTP-A, OMFP fluorogenic substrate; inhibition, % at 20 µM;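 active = compounds that cut the enzyme signal by at least half of the control window in the single-dose screen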;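 also: plate controls were DMSO wells with enzyme plus substrate for no effect and substrate without enzyme for full effect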
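Test system – LMPTP-A enzyme · Amount – LMPTP-A at 0.625 nM final in the reaction · Buffer or medium – Bis-Tris pH 6.0, DTT, detergent · Reagent – OMFP 400 µM · Doses – single 20 µM dose · Schedule – reaction 50 min, room temperature, dark · Detection – fluorescence intensity of OMFP turnover product · Evaluation – percent inhibition versus substrate-only and uninhibited controls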
NRP1-CendR mod: modulators of CendR peptide binding to NRP-1, primary screen, biochemical, fluorescence polarization, uHTS. Neuropilin-1 (Homo sapiens), O14786. FAM-RPARPAR peptide binding to NRP-1. inhibition, % at 25 µM. hit rate 0.85% among 360,000;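 active = inhibition or corrected inhibition above about 18%, plus a signal ratio from 0.5 to 1.5, limit read from the data, passing the limit was not always enough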; also: strong numbers were not always called active
Target sequence (O14786 whole entry, looked up): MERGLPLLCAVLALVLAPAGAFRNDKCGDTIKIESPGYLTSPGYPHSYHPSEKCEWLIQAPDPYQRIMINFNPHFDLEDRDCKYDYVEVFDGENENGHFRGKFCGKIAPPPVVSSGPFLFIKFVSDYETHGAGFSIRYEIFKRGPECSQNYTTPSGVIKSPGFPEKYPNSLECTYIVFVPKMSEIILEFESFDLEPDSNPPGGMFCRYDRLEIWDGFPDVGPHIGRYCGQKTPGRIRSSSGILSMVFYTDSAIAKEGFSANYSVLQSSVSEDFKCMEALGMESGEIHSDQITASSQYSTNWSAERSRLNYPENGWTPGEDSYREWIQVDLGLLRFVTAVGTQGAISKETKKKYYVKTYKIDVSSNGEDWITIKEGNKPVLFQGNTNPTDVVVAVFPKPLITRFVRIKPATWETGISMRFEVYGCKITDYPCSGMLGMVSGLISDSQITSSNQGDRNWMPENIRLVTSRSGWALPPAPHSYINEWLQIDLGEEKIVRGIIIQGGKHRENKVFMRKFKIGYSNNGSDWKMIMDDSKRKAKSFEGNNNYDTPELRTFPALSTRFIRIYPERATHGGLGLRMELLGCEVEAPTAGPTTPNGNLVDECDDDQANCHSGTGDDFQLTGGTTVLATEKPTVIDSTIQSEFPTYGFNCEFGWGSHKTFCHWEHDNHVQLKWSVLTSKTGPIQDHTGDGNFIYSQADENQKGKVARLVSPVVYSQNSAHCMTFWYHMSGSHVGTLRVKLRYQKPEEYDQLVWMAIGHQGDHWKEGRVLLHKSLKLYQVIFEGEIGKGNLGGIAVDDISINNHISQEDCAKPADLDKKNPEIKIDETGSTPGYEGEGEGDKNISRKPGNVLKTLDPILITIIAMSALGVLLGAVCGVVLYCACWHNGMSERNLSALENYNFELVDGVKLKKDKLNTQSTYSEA
E coli Lon inh: inhibitors of E. coli Lon protease, primary screen, biochemical, fluorescence polarization; P0A9M0; purified E. coli Lon protease; inhibition, % at 7.94 µM; hit rate 0.42% among 360,000; AID 602123, 2011; in the data active = inhibition above about 13%, passing the limit was not always enough;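 also: 0% = enzyme with probe and DMSO and 100% = no enzyme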
MsrA inh: bovine MsrA enzyme inhibitors, primary screen, biochemical, absorbance, HTS; Methionine sulfoxide reductase A (Bos taurus); purified bovine MsrA, absorbance read-out; inhibition, % at 15.5 µM; hit rate 0.75% among 360,000; in the data active = inhibition above about 4.5%;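 also: 0% = vehicle wells with enzyme and 100% = reference inhibitor wells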
DNMT1 block: human DNMT1 methyltransferase inhibitors, primary screen, biochemical, molecular beacon, fluorescence, HinP1I cleavage, uHTS; DNA (cytosine-5)-methyltransferase 1 (Homo sapiens), P26358; inhibition (reported as % activation of signal), % at 10 µM; hit rate 0.83% among 360,000; AID 588458, 2011; in the data active = inhibition above about 50%
Scp-1 inhibitor: Scp-1 phosphatase inhibitors, primary screen, biochemical, colorimetric, uHTS | Carboxy-terminal domain RNA polymerase II polypeptide A small phosphatase 1 (Homo … | Recombinant Scp1, phosphopeptide, malachite green phosphate absorbance | inhibition, % at 20 µM | hit rate 0.88% among 340,000;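 active = inhibition above about 50% at 20 µM, limit read from the data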;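 also: plate controls were DMSO wells with enzyme for no effect and wells lacking enzyme for full effect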
Target sequence (Q9GZU7 76-261 limits assumed): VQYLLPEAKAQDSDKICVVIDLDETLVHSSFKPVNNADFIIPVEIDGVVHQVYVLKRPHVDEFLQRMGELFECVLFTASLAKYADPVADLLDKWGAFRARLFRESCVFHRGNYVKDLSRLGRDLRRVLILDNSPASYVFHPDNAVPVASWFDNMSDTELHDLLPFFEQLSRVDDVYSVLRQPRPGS
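Test system – truncated SCP-1 phosphatase (76-261aa) · Reagent – Phosphorylated 17-residue peptide substrate · Incubation – 45 min room-temperature reaction, 5 min colour, 30 min stabiliser · Detection – colorimetric phosphate reagent with accelerator and stabiliser, absorbance at 630 nm · Measure – % inhibition at 20 µM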
Tb MetRS inh: T. brucei MetRS inhibitors, primary screen, biochemical, luminescence. AID 624268, 2012. hit rate 0.4% among 360,000. purified T. brucei MetRS, ATP depletion, Kinase-Glo luminescence. inhibition, % at 11.9 µM. methionyl-tRNA synthetase (Trypanosoma brucei brucei);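 active = inhibition above a per-plate cutoff of the control wells' mean inhibition plus 3 SD, cut at about 5.5% in these data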;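 also: 0% = DMSO wells median and 100% = median of wells with control inhibitor compound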
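assay system = parasite MetRS enzyme | timing = 15 min preincubation, 2 h reaction, all 25 °C | evaluation = percent inhibition relative to median high and low control wells | medium = HEPES buffer containing pyrophosphatase, BSA, spermine, DTT | compound = single dose, 11.9 µM final nominal, 0.9% final DMSO | detection = Kinase-Glo luminescence, ATP depletion format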
bovine MsrA act: bovine MsrA enzyme activators, primary screen, biochemical, absorbance, HTS | Methionine sulfoxide reductase A (Bos taurus) | purified bovine MsrA, absorbance read-out | activation, % at 10.6 µM | hit rate 0.3% among 360,000 | AID 602163, 2012; in the data active = activation above about 7.5%;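 also: 0% = vehicle and 100% = reference activator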
* marks the source's active call; other numbers are inactive results; · = no result given.

Value order – LMPTP block	STEP block	Tb MetRS inh	DNMT1 block	MsrA inh	SUMO1 PPI mod	NRP1-CendR mod	bovine MsrA act	E coli Lon inh	Scp-1 inhibitor
> CC(C)CCNC(=O)NC(=O)CN1C(=O)NC2(CCCCC2)C1=O
 : -0.4	4	-0.6	-1	0.0	1	14	0	3	-8
> Cc1cc(N=NC(=O)c2ccccc2)ccc1O
 : -1.4	-4	-0.7	58*	-0.4	3	1	-8	-3	-3
> O=C(Cn1cc(SCc2ccccc2Cl)c2ccccc21)N1CCOCC1
 : 0.4	0	-0.3	-14	-0.2	-4	2	-1	-3	-6
> COCCn1c(SCC(=O)NCC2CCCO2)nc2c(c1=O)SCC2 (stereo not drawn)
 : -1.1	2	-0.5	1	1.5	-5	12	-2	-9	-7
> COc1cc(NC(=O)[C@H](C)NC(=O)N2CCn3c2nc2ccccc23)cc(OC)c1
 : 1.3	1	-0.5	-1	-0.4	1	12	-3	-7	-9
> COc1ccc(CNC(=O)c2ccc3c(=O)n4c(nc3c2)CCCCC4)cc1OC
 : -0.5	0	-0.4	-1	-0.2	-1	-15	-3	2	0
> COc1ccc(NC(=O)c2c(-c3ccccc3)noc2C)c(OC)c1
 : -0.8	-2	-0.6	0	-0.2	4	-9	4	2	-13
> CCC(C)NS(=O)(=O)c1ccc(NC(=O)CCC2CCCCC2)cc1 (stereo not drawn)
 : 0.3	1	-1.2	-9	-0.4	2	-2	-13	5	-5
> Cc1cc(C)cc(Nc2ccc(C(=O)O)cc2[N+](=O)[O-])c1
 : 3.1	-3	-1.5	1	0.6	-37	-6	-11	-2	-6
> Cc1c(Cl)cccc1NC(=O)CC(NCCN1CCOCC1)C(=O)O (stereo not drawn)
 : -0.4	-5	-0.3	1	-0.7	5	-1	-3	3	-7
> CCOc1ncccc1C(=O)OCC(=O)N1CCN(S(=O)(=O)c2ccccc2)CC1
 : -3.3	1	0.1	3	-0.7	1	-7	-1	7	-9
> COc1ccccc1NC(=O)C1CC(C(C)C)OC1=O (stereo not drawn)
 : -1.5	2	0.2	-3	-0.3	0	5	-3	-13	-11
> Cc1ccc(-c2nc(C)sc2CC(=O)Nc2nnc(C)s2)cc1
 : -0.6	3	-1.9	3	0.3	2	-6	-13	-9	-10
> CN(Cc1nc(-c2cnccn2)no1)CC1CCN(Cc2ccccc2)CC1
 : -2.3	-4	-0.6	8	-0.4	0	-4	-3	-5	-9
> Cc1nonc1OCCNCc1c(C(=O)N2CCCCCCC2)nc2ccc(Cl)cn12
 : -1.0	-2	-0.2	2	-0.7	0	-12	-1	5	5
> CC(=O)c1cccc(OCc2cc(C(=O)N3C[C@H]4CC[C@H]3C4)no2)c1
 : -1.4	-1	-0.7	1	-1.6	-3	1	-7	-1	6
> O=C(COc1ccccc1)NCC(=O)N/N=C/c1ccc(Cl)cc1
 : -0.6	4	-0.9	1	-0.9	-8	11	-6	-3	4
> O=C(CCS(=O)(=O)c1cc2c(cc1Cl)NC(=O)CO2)NCc1ccccc1
 : -0.3	-2	0.0	3	0.1	5	1	-2	-7	-5
> COc1ccc(OC)c(C2Nc3ccccc3NC3=C2C(=O)CC(C)(C)C3)c1 (stereo not drawn)
 : -2.0	-1	0.1	-2	3.2	0	7	-6	-5	-1
> CCCNC(=O)NC(=O)CSc1ncc(C(F)(F)F)cc1Cl
 : 0.3	-3	-1.1	2	-0.7	1	2	-2	-1	-7

Value order – LMPTP block	STEP block	Tb MetRS inh	DNMT1 block	MsrA inh	SUMO1 PPI mod	NRP1-CendR mod	bovine MsrA act	E coli Lon inh	Scp-1 inhibitor
> CCNc1ccc(S(=O)(=O)NCCN(C)C)cc1[N+](=O)[O-]
 : -0.4	0	-0.7	3	1.5	-35	-6	-4	2	1
> Fc1ccccc1NC(=S)N(CCN1CCCCC1)Cc1ccco1
 : -3.8	4	-1.1	2	1.3	13	-1	-3	-3	-7
> CC1(C)Cc2ccccc2C(/C(=N\Nc2cccc(Cl)c2)C(N)=O)=N1
 : 2.6	-1	0.3	-10	0.5	-4	3	-1	9	-8
> O=C(Nc1ccc2c(c1)OCO2)c1cc(C2CCCN(C(=O)CCc3ccccc3)C2)on1 (stereo not drawn)
 : 1.7	0	-0.1	-1	1.0	3	0	0	-8	·
> CCN(CC)S(=O)(=O)c1ccc(C)c(NC(=O)CSc2nc3ccccc3[nH]2)c1
 : 1.2	1	0.7	1	-0.4	5	4	0	-14	-1
> O=S(=O)(Nc1ccc(F)cc1)N1CCOCC1
 : -0.5	2	0.2	-2	-0.7	2	9	1	2	-7
> O=C(COC(=O)c1c[nH]c(=O)[nH]c1=O)Nc1ccccc1Br
 : 0.1	3	0.4	1	2.0	-2	-4	-2	3	-4
> CC(C)C(NC(=O)c1ccco1)C(=O)OCC(=O)Nc1ccc(C(N)=O)cc1 (stereo not drawn)
 : -2.2	3	-0.9	0	0.4	-5	-12	-5	6	-5
> Nc1c(C(=O)NCC2CCCO2)c2nc3ccccc3nc2n1-c1ccccc1 (stereo not drawn)
 : 0.3	-1	0.9	-20	1.4	-8	-6	-9	2	-10
> COC(=O)c1c(C)nc(C)c2c(=O)oc3ccccc3c12
 : 0.6	5	-0.9	1	0.3	1	11	-5	5	-13
> C/C(=N\NC(=O)c1cc(-c2ccccc2C)nc2ccccc12)c1cccnc1
 : -1.1	0	-0.2	-2	-0.2	-4	16	2	2	-7
> Cc1ccc(S(=O)(=O)N/N=C/c2ccccc2F)cc1[N+](=O)[O-]
 : -2.2	3	-0.9	0	0.6	0	4	-5	2	-2
> CC(=O)O[C@]1(C(C)=O)CC[C@H]2[C@@H]3C=C(Cl)C4=CC(=O)CC[C@]4(C)[C@H]3CC[C@@]21C
 : 1.6	2	-1.9	-2	0.9	-2	12	-11	-2	-9
> COC(CN(C(=O)CCl)C(C(=O)NC1CCCC(C)C1C)c1ccc(C)cc1)OC (stereo not drawn)
 : -4.2	-2	-0.1	9	·	-2	1	0	3	-4
> CCc1nnc(NC(=O)c2cccnc2)s1
 : -0.9	-3	-1.6	-4	0.7	2	10	-3	3	-2
> O=C(Nc1ccc(F)c(F)c1)C1CCCCC1
 : -0.9	2	1.0	3	-1.4	7	13	-3	-5	-8
> COCCNc1nc(Oc2cccc(F)c2)c2sccc2n1
 : 1.9	-1	-0.1	-1	-0.1	8	16	-6	-3	·
> CCCSc1oc(-c2ccco2)nc1S(=O)(=O)c1ccc(C)cc1
 : 1.9	4	-0.5	-4	0.7	2	4	-6	-1	-6
> O=C(Nc1ccc(S(=O)(=O)Nc2ccccn2)cc1)c1ccccc1
 : 0.1	1	0.0	-2	0.5	6	3	-3	-1	-10
> Cc1cc(C(=O)N/N=C/c2ccc(Br)o2)n[nH]1
 : -0.7	6	0.0	9	2.0	9	5	-3	-12	20

Value order – LMPTP block	STEP block	Tb MetRS inh	DNMT1 block	MsrA inh	SUMO1 PPI mod	NRP1-CendR mod	bovine MsrA act	E coli Lon inh	Scp-1 inhibitor
> CC(=O)SC1CC(=O)N(c2ccc(C(C)(C)C)cc2)C1=O (stereo not drawn)
 : -0.6	6	1.3	-3	0.0	8	5	-1	-4	-10
> CCN(CC)c1ccc(/C=C/c2cccc[n+]2C)c(OC)c1
 : 16	2	-0.5	-8	0.3	-158	132	-3	-267	16
> COc1ccc(CCn2c(=N)c(C(=O)NC3CCCC3)cc3c(=O)n4ccccc4nc32)cc1OC
 : 1.2	-1	-0.3	0	0.1	-11	-62	-5	5	3
> CCCn1nc(CC(=O)OCC)c2ccccc2c1=O
 : -0.5	-3	0.1	-1	1.1	2	2	-4	-2	-2
> O=C1OCCC1Sc1nnc(-c2cccc(Br)c2)o1 (stereo not drawn)
 : 0.4	0	-0.1	3	-0.1	1	3	-2	-6	-5
> CC(C)(C)NC(=O)CSC(=Nc1ccc(F)cc1)NC#N
 : 3.4	2	0.6	4	-1.3	1	-14	-1	-10	-19
> CC(NC(=O)CCN1C(=O)c2ccccc2S1(=O)=O)c1ccccc1 (stereo not drawn)
 : -1.5	0	-0.3	0	0.1	-1	13	-2	-18	1
> COC(=O)c1cc(S(=O)(=O)NCC2CCN(Cc3ccc(Cl)cc3)CC2)c[nH]1
 : -1.1	0	0.4	-4	1.2	-3	5	-4	8	-6
> CC(NC(=O)CSc1nc(=O)cc(N)n1-c1ccccc1)c1ccccc1 (stereo not drawn)
 : 0.8	-1	-0.8	6	-0.6	2	-1	-9	-2	1
> COc1ccc(/C=C/C(=O)OCC(=O)N2CCCCCC2)cc1OC
 : -0.9	-1	-0.1	2	3.9	-23	5	-4	-7	-1
> O=C(Nc1ccc2c(c1)C(=O)N(c1ccccc1)C2=O)c1cccs1
 : 0.6	-2	0.1	14	0.2	31	-6	-1	-6	-3
> C[C@H]1C=C(C(=O)O)O[C@@H](OCc2ccc(CO)cc2)C1
 : -0.6	-3	-0.2	3	1.0	-2	-12	-2	0	4
> COC(=O)c1ccccc1OC(=O)c1ccc(Br)o1
 : 0.0	-4	-1.0	0	-0.8	0	-2	0	8	-10
> CN(CC(=O)Nc1ccccc1Cl)C(=O)Cn1cnc2ccccc2c1=O
 : -0.3	0	-0.4	1	0.6	7	-9	-2	4	-7
> COc1ccc(-c2nc3cc([N+](=O)[O-])ccc3o2)cc1OC
 : -0.6	1	-0.4	-5	1.7	-5	-3	-8	1	-6
> O=C(COC(=O)c1ccc(F)cc1F)NC1CC1
 : -2.5	2	-0.1	1	-1.0	-2	0	0	-2	-3
> CCN(CC)c1ccc(/C=N/N2CCN(Cc3cccc4ccccc34)CC2)c(O)c1
 : 1.9	5	0.0	-13	-0.1	-3	11	-1	7	5
> O=C(O)[C@H]1CCCC[C@H]1C(=O)Nc1ccc(S(=O)(=O)N2CCOCC2)cc1
 : -1.0	-3	0.6	2	-0.6	1	-10	-1	5	-3

Pulled by structure from the entries so far, two records:
Value order – LMPTP block	STEP block	Tb MetRS inh	DNMT1 block	MsrA inh	SUMO1 PPI mod	NRP1-CendR mod	bovine MsrA act	E coli Lon inh	Scp-1 inhibitor
> Cc1cc(N=NC(=O)c2ccccc2)ccc1O
 : -1.4	-4	-0.7	58*	-0.4	3	1	-8	-3	-3
> COC(CN(C(=O)CCl)C(C(=O)NC1CCCC(C)C1C)c1ccc(C)cc1)OC (stereo not drawn)
 : -4.2	-2	-0.1	9	·	-2	1	0	3	-4
